High-throughput results: PubChem BioAssay, several laboratories
S1P3 antag: antagonists of human S1P3 receptor; 170,000 tested, 0.27% active; Q99500; CHO S1P3 NFAT-BLA reporter, FRET fluorescence, antagonist mode; AID 485; inhibition, % at 4.98 µM;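 active means inhibition above the plate cutoff, the mean inhibition of test wells on that plate plus 3 SD, cut at about 28% in these data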;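 further: cells challenged with S1P at its EC80 of 0.8 µM; blue over green emission ratio from cleaved BLA substrate after 4 h stimulation; 0% = S1P-stimulated wells and 100% = unstimulated DMSO-only wells; some compounds past the cut are filed as inactive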
STAT1 inh: inhibitors of IFN-gamma induced STAT1 signaling; NIH 3T3 STAT1-luciferase reporter, luminescence; inhibition, % at 5.5 µM; 200,000 tested, 0.35% active; AID 920;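 active means inhibition above a set limit, the mean inhibition across all tested compounds plus 3 SD, cut at about 34% in these data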;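 further: 0% = IFN-gamma with DMSO and 100% = IFN-gamma with 300 µM nifuroxazide; values of inactives mirror those of a sister screen read the other way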
ROMK primary: modulates human ROMK potassium channel activity. 130,000 tested, 2% active. B-score at 10 µM. Tet-inducible ROMK, thallium flux fluorescence; actives lie on both sides. AID 1918;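 active means signal ratio slope over the read window, or its plate-corrected B-score, at least 3 SD from the plate mean, either direction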;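 further: B-score of the F/F0 ratio slope over 7 to 12 s after thallium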
Target sequence (P48048 whole entry, looked up): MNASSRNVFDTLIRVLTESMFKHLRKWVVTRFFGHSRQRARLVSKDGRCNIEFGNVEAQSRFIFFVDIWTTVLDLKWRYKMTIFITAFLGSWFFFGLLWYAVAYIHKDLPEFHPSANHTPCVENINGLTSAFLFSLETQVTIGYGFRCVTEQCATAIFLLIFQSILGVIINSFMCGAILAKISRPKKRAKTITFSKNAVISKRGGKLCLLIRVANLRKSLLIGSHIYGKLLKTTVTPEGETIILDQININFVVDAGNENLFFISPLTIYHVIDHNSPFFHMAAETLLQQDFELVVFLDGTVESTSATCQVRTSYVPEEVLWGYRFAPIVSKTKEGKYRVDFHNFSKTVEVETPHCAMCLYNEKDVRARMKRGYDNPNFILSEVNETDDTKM
PPARg SRC1 recr: PPARgamma-driven SRC-1 recruitment agonism; P37231; PPARgamma-SRC-1 coactivator recruitment biochemical assay; activation, % at 8 µM; 200,000 tested, 0.41% active; in the data active means activation above about 19%;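 further: 0% = DMSO and 100% = reference agonist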
Target sequence (P37231 whole entry, looked up): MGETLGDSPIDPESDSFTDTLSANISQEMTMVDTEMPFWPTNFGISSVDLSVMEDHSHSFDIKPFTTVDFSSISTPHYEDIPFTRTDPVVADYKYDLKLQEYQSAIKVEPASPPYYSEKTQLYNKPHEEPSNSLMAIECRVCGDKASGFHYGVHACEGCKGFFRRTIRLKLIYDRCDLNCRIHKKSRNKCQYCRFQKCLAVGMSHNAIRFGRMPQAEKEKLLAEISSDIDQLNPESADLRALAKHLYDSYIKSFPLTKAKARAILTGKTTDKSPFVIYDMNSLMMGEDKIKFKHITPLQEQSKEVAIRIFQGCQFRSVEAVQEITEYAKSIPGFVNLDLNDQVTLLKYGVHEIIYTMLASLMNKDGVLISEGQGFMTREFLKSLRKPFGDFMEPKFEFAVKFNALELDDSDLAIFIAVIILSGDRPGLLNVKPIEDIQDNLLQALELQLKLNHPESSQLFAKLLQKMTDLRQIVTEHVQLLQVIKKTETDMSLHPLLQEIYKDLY
PPARg SRC-2 ag: agonists of SRC-2 recruitment by human PPARgamma. P37231. PPARgamma LBD-SRC-2 recruitment, biochemical. activation, % at 8 µM. 200,000 tested, 0.34% active. AID 1032; in the data active means activation above about 22%;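 further: 0% = vehicle and 100% = reference agonist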
SRC2 TRFRET art: counter-screen for PPARgamma SRC-2 recruitment agonists: TR-FRET artefact | active compounds read high | TR-FRET ratio at 8 µM | 200,000 tested, 0.4% active; in the data active means TR-FRET ratio above about 2000; further: inactives centre near 1500; reference of the scale not given here
TLR4 MyD88 comp: TLR4-MyD88 interaction inhibition in cells; O00206+Q99836; HeLa CL3-4 TLR4/MyD88 BLA complementation, FRET ratio; inhibition, % at 8.4 µM; 200,000 tested, 0.18% active; AID 861; in the data active means inhibition above about 25%;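 further: 0% = vehicle and 100% = reference inhibitor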
PPARg SRC3 recr: PPARgamma-driven SRC-3 recruitment agonism; activation, % at 8 µM; 200,000 tested, 0.26% active; P37231; AID 731; biochemical PPARgamma/SRC-3 coactivator recruitment assay; in the data active means activation above about 23%;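 further: 0% = DMSO and 100% = reference agonist; some compounds past the cut are filed as inactive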
STAT3 act: activators of IL-6 induced STAT3 signaling; activation (% of control), % at 5.6 µM; 190,000 tested, 0.91% active; U3A cells, IL-6 STAT3-luciferase reporter, luminescence; 100% = signal with IL-6 EC80 alone;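 active means activation above the screen-wide mean of compound activation plus 3 SD, cut at about 130% in these data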;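 further: 0% = background luminescence of wells with medium and substrate only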
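Material: human U3A cells carrying STAT3-luciferase construct. Measured by: reporter luminescence signal. Timing: compound 1 h, then IL-6 6 h at 37 °C.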
RAM network inh: blocks the yeast RAM network | S. cerevisiae dse1pr::URA3 reporter, 5-FOA growth OD615, 2 d; analog-sensitive cbk1-as2 kinase mutant strain | inhibition, % at 50 µM | 190,000 tested, 1.8% active | AID 868;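 active means inhibition above a set limit, 3 SD over mean compound inhibition, cut at about 8.4% in these data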;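 further: 0% = DMSO-only wells with no growth and 100% = 10 µM 1-NA-PP1 full growth; inhibition rescues growth on 5-FOA so higher OD means more RAM inhibition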
STAT3 inh: STAT3 signaling inhibition; inhibition, % at 5.5 µM; AID 862; U3A cells, IL-6 STAT3-luciferase reporter, luminescence; host cell line lacks STAT1; 190,000 tested, 0.89% active;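 active means inhibition above the mean inhibition across all screened compounds plus 3 SD, cut at about 44% in these data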;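 further: 0% = DMSO only wells and 100% = 100 µM nifuroxazide control wells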
The depositor's hits bear a star; . = not tested or not shown.

Structure	STAT3 act	ROMK primary	RAM network inh	TLR4 MyD88 comp	PPARg SRC1 recr	SRC2 TRFRET art	S1P3 antag	STAT3 inh	STAT1 inh	PPARg SRC-2 ag	PPARg SRC3 recr
CCOc1ccc(N(Cc2cc3cc(OC)ccc3[nH]c2=O)S(C)(=O)=O)cc1	95	.	3.3	0	5	1795	-2	9	0	5	14
CNC(=O)CSc1nc(SC)ns1	107	-0.0011	2.6	-9	7	1543	-12	-6	0	1	4
CCOC(=O)N1CCC(=NNc2nc(C)cc(=O)[nH]2)CC1	106	0.016	2.2	3	-3	1447	-17	-6	-3	-7	-3
O=C(O)C/C=C(\NC(=O)OCc1ccccc1)C(=O)OCc1ccccc1	102	0.39	-0.4	6	3	1526	-4	4	-5	-5	1
Cc1ccc(OCCCC(=O)Nc2nccs2)cc1	105	.	1.6	3	4	1652	.	-2	4	-4	8
O=c1c2c(nc3cc(-c4ccccc4)[nH]n13)CCC2	83	.	2.6	1	5	1556	25	24	-38	2	1
Cc1ccc(C(=O)Nc2ccc(S(=O)(=O)N3CCCC3)cc2)s1	104	-1.6	1.1	-10	3	1478	-16	-5	-14	8	1
C=CCOc1ccc(C=Nc2cccc(Cl)c2)c(O)c1	95	-2.9*	1.8	-8	2	1550	-11	4	-3	1	-2
CCN(CC)S(=O)(=O)c1cccc(C(=O)N[C@H](C(=O)NCc2ccccc2F)C(C)C)c1	106	-0.54	1.9	-3	-1	1376	.	-7	8	-2	-7
CN(C)c1ccc(C(=S)Nc2ccccc2)cc1	53	-0.52	-0.1	-4	-2	1464	-4	57*	-44	-4	-1
Nc1oc2ccc(F)cc2c(=O)c1C=O	106	0.27	-1.3	-5	-2	1642	-10	-10	5	9	-3
O=C(NCCNC(=O)c1ccco1)c1cccc(F)c1	101	.	0.1	-5	4	1362	12	5	-9	5	0
CC1Cn2c(CCc3ccccc3)nnc2S1 (stereo unspecified)	98	.	0.0	-1	0	1563	-42	6	5	5	-2
O=C1OC(N2CCN(C(=O)c3ccco3)CC2)c2ccccc21 (stereo unspecified)	103	.	0.5	-8	-3	1634	-27	1	-2	-2	9
COc1ccc(S(=O)(=O)N2CCOCC2)cc1NC(=O)CSc1nnc(C2CC2)n1N	100	0.41	1.2	-12	8	1837	3	6	2	9	3
COc1cccc(C(=O)NNC(=O)Cc2ccc(Cl)cc2)c1	84	0.21	1.7	15	-2	1453	6	21	-6	-11	1
CCCc1nnc(NC(=O)COC(=O)c2cc(C)nc3ccccc23)s1	100	0.73	2.4	-12	-4	1302	.	7	1	-3	5
O=C(COC(=O)c1ccc(Br)o1)Nc1ncc(Cl)cc1Cl	112	-0.005	1.7	-1	5	1534	-23	-13	1	4	1
CCOC(=O)C1CCCN(CCC(=O)Nc2ccc3c(c2)CCC3)C1 (stereo unspecified)	106	-1.5	-1.0	3	7	1410	3	-3	-9	7	-4
Cc1ccc2c(N)c(C)ccc2c1	102	.	0.3	-15	13	1516	12	2	-3	16	15
O=C(CSc1ncccc1-c1nc2ccccc2[nH]1)N1CCCCC1	92	.	1.8	0	6	1568	-5	16	3	15	2
COc1ccc(/C=C(\C#N)C(=O)NC2CCS(=O)(=O)C2)cc1OC (stereo unspecified)	92	-1.2	1.1	7	-1	1449	11	11	2	-3	0
CN1CCN(CC(O)COc2ccc(C34CC5CC(CC(C5)C3)C4)cc2)CC1 (stereo unspecified)	106	.	-0.4	3	-7	1659	-20	-8	-3	11	2
Cc1cc(C)n2nc(N)c(N=Nc3ccc(Cl)cc3)c2n1	97	-0.67	9.5*	-2	0	1436	13	8	-8	2	3
CCOc1ccc(N(CC(=O)Nc2cccc(N(C)S(C)(=O)=O)c2)S(=O)(=O)c2ccccc2)cc1	97	-0.57	9.6*	1	8	1536	7	8	17	-2	1
O=C(NCCc1nc2ccccc2[nH]1)c1cc([N+](=O)[O-])cc([N+](=O)[O-])c1	102	.	-0.2	1	1	1450	-6	-7	-1	-4	3
C1=C(CCNc2nnnn2-c2ccccc2)CCCC1	94	.	0.0	-12	-8	1475	-31	10	7	-2	-7
O=C(Nc1cccnc1)C1CCCN(S(=O)(=O)c2ccccc2)C1 (stereo unspecified)	100	0.88	0.6	-1	-2	1313	.	6	-5	5	-6
CCOC(=O)c1[nH]c(C)c(C(=O)Nc2cccc(Cl)c2C)c1C	90	.	3.5	1	4	1528	5	18	-12	8	6
CN(CCn1ccnc1)C(=O)CC1C(=O)NCCN1Cc1ccccc1C(F)(F)F (stereo unspecified)	105	-0.64	0.2	4	7	1591	-9	-3	-2	0	4
COC(=O)COc1ccc2c(-c3cccc([N+](=O)[O-])c3)cc(=O)oc2c1	100	-0.14	3.3	-1	5	1521	.	7	2	4	6
O=c1nc2ccccc2c2n1CC(CN1CCN(Cc3ccccc3)CC1)N2 (stereo unspecified)	93	-0.9	1.0	3	0	1649	.	8	3	9	7
O=C(CCNc1ccc(Br)cc1)c1cccc([N+](=O)[O-])c1	91	0	3.0	1	8	1614	7	15	0	-9	4
Cn1c(=O)c2c(nc(-n3ccnc3)n2Cc2ccc([N+](=O)[O-])cc2)n(C)c1=O	109	0.39	-0.4	-1	1	1464	.	-6	-6	-1	-7
CC(/C=N/NC(=O)CSc1nnc(SCc2ccccc2)s1)=C\c1ccco1	106	.	-0.1	-6	7	1462	-6	-9	3	7	8
Cc1ccc(Cl)cc1NC(=O)C1CCCN(S(=O)(=O)c2c(C)noc2C)C1 (stereo unspecified)	97	.	3.0	-6	7	1535	-50	13	2	0	2
CCCOc1c(OC)cc(Cl)cc1C1NC(=O)NC(C)=C1C(=O)NCc1ccccc1 (stereo unspecified)	101	.	1.3	-13	3	1551	.	0	0	-2	3
COc1ccc2[nH]cc(/C=C(/C#N)S(=O)(=O)c3ccccc3)c2c1	96	1.2	-0.4	11	-1	1500	.	11	0	3	-3
CSc1ccccc1C(=O)C1CCCN(C(=O)CCN2CCCO2)C1 (stereo unspecified)	100	0.49	0.7	-13	6	1474	-14	11	-3	-15	-2
COc1ccc2c(=O)c(C(=O)NCCc3ccc(OC)c(OC)c3)c[nH]c2c1	106	.	4.4	-6	-2	1374	10	-1	-6	2	-9
O=[N+]([O-])c1ccc(S(=O)(=O)NCCc2ccncc2)cc1	99	-0.093	0.6	8	3	1678	-17	5	-1	14	6
Cc1c(C(=O)Nn2cnnc2)oc2ccccc12	112	0.21	0.6	3	-4	1455	-13	-11	-3	1	14
CC(=O)Nc1ccc(S(=O)(=O)Nc2c(C)nn(-c3ccccc3)c2C)cc1	92	.	0.0	0	5	1715	.	13	7	-4	22
COc1cc(C2NC(=O)NC(c3ccccc3)=C2C(C)=O)cc([N+](=O)[O-])c1O (stereo unspecified)	102	-0.015	0.8	10	6	1713	5	4	-5	10	6
CCOC(=O)N1CCN(CC(O)COc2ccc(OC)cc2C(C)(C)C)CC1 (stereo unspecified)	99	1.4	0.7	-19	8	1521	3	6	7	1	4
COC(=O)c1nn(-c2ccccc2)c(Cl)c1/C=N/OCc1ccc(Cl)cc1Cl	92	.	17*	-11	0	1792	.	13	3	9	13
COc1ccc(C2C(C(=O)O)CCC(=O)N2c2ccc(OC)cc2)cc1 (stereo unspecified)	94	0.69	-0.2	-2	4	1778	.	14	6	6	8
COc1ccc2oc(=O)c(NC(=O)C3CCCCC3)cc2c1	88	.	5.0	5	6	1718	15	18	-3	1	6
COC(=O)c1ccc(C2C(C#N)=C(C)NC3=C2C(=O)CC(C)(C)C3)cc1 (stereo unspecified)	112	.	-0.4	4	-6	1395	-37	-9	-4	-5	8
CC1Cc2ccccc2N1C(=O)Cn1c(=O)cc(O)c2ccccc21 (stereo unspecified)	99	.	1.4	12	4	1618	.	5	0	2	14

(more compounds)
Structure	STAT3 act	ROMK primary	RAM network inh	TLR4 MyD88 comp	PPARg SRC1 recr	SRC2 TRFRET art	S1P3 antag	STAT3 inh	STAT1 inh	PPARg SRC-2 ag	PPARg SRC3 recr
Cc1ccc2c(c1)c(N=O)c(O)n2Cc1ccc(Cl)cc1	99	-2.6	4.3	17	9	1567	-3	8	2	3	7
COc1ccccc1OCCOCCn1cnc2ccccc2c1=O	95	.	-0.7	-10	5	1596	-10	11	-5	2	10
C=CCNC(=O)CSc1nc2sc(C)c(C)c2c(=O)[nH]1	90	.	3.1	-3	1	1426	3	18	8	7	-4
COc1ccc(NC(=O)CCN2C(=O)c3ccccc3S2(=O)=O)cc1	88	0.028	3.7	-8	5	1581	.	13	4	5	-6
COc1cc(-c2nnc(SCc3cc(=O)oc4cc(O)c(O)cc34)o2)cc(OC)c1OC	101	0.72	1.9	-15	5	1591	.	-3	-8	6	0
CCc1nnc(NC(=O)c2ccc(S(=O)(=O)N3CCCCCC3)cc2)s1	95	-1.4	4.8	-13	3	1596	0	11	7	12	-1
CC(C)Cc1ccc(/C(=N/O)C(=O)O)s1	100	.	1.9	-3	-4	1409	-55	0	2	-2	-13
COCCNC(=O)C(OC(=O)c1ccco1)c1ccccc1OC (stereo unspecified)	91	-0.38	0.0	7	-2	1349	-2	15	-1	-3	-3
CCOc1ccccc1-c1nc(C(N)=O)c2[nH]c(=O)n(-c3ccccc3)c2n1	112	-0.081	9.7*	-9	0	1494	5	-9	7	-8	6
Cc1cc(C(=O)N/N=C/c2ccc(N(C)C)cc2)c2ccccc2n1	100	0.92	1.1	-13	6	1634	9	12	19	11	9
CC1CCC(N(C(=O)c2csnn2)C(C(=O)NC(C)(C)C)c2cccnc2)CC1 (stereo unspecified)	96	-0.06	-0.6	10	2	1489	14	11	-3	2	-1
CC(=O)Cc1nsc(Nc2ccccc2)n1	105	0.24	1.0	6	-5	1420	.	0	-4	2	-7
COc1ccc(CCNC(=O)COc2ccc(N(C)S(=O)(=O)c3ccc(C)cc3)cc2)cc1	104	0.27	0.3	-11	7	1658	-5	7	-3	-3	1
COc1ccc(NC(=O)CNC(=O)c2ccc([N+](=O)[O-])cc2)cc1	101	-0.45	-0.8	-3	0	1499	-14	6	-7	2	2
O=C(NCCNS(=O)(=O)c1ccccc1)c1cc(OCC(F)(F)F)ccc1OCC(F)(F)F	110	.	4.0	7	-1	1537	.	0	5	-4	-1

Part of the list above, as labelled records:
Cc1cc(C(=O)N/N=C/c2ccc(N(C)C)cc2)c2ccccc2n1
  STAT3 act: 100; ROMK primary: 0.92; RAM network inh: 1.1; TLR4 MyD88 comp: -13; PPARg SRC1 recr: 6; SRC2 TRFRET art: 1634; S1P3 antag: 9; STAT3 inh: 12; STAT1 inh: 19; PPARg SRC-2 ag: 11; PPARg SRC3 recr: 9
CC1CCC(N(C(=O)c2csnn2)C(C(=O)NC(C)(C)C)c2cccnc2)CC1 (stereo unspecified)
  STAT3 act: 96; ROMK primary: -0.06; RAM network inh: -0.6; TLR4 MyD88 comp: 10; PPARg SRC1 recr: 2; SRC2 TRFRET art: 1489; S1P3 antag: 14; STAT3 inh: 11; STAT1 inh: -3; PPARg SRC-2 ag: 2; PPARg SRC3 recr: -1
